# PriA SSB inh: K. pneumoniae PriA-SSBct interaction inhibition; 430,000 tested, 0.6% active; inhibition, % at 33 µM; AlphaScreen SSBct-PriA binding, biotinylated peptide; AID 1272365; in the data active = inhibition mostly above about 37%, no sharp cut-off; inactive = mostly below about 20%;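 note: plate controls were negative control peptide for no effect and reference peptide for full effect; strong numbers were not always called active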
# * hit, by the source's call; & = joins results of further samples. The list is partial (hit frequency here may not be typical).
SMILES,PriA SSB inh
CCOc1ccc2ccccc2c1C(=O)NCC(O)(c1ccccc1)C(F)(F)F (configuration not stated),-1
NCc1nc(CS(=O)(=O)c2ccccc2)no1,-2
COc1cccc2c(NN=Cc3ccco3)cc(C)nc12,0
CC(C)(C)c1ccc(C=NNc2cccc(C(=O)O)c2)cc1,2
Cc1nc(-c2cccnc2)sc1-c1ccc(SCc2ccc(Cl)cc2)nn1,-2
S=C(c1cccc(Br)c1)N1CCOCC1,-7
O=C(CSc1cc(N2CCCC2)ncn1)Nc1ccccc1C(F)(F)F,-5
O=C(Oc1ccc2ccccc2c1Cl)N1CCOCC1,-10
Cc1cc(NCCCN2CCOCC2)n2nc(C(F)(F)F)nc2n1,0
CC(O)(CNC(=O)c1ccc(C(F)(F)F)nc1)c1cc2ccccc2o1 (configuration not stated),0
O=C(Nc1ccc(S(=O)(=O)Nc2nccs2)cc1)c1csc2nc(-c3ccc(F)cc3)cn12,-12&-10
Cc1cc(=O)[nH]c2n[nH]c(=S)n12,-7
O=S(=O)(Nc1ccc(F)cc1)c1ccc(Oc2ccccc2Cl)cc1,-3
C=CCn1c(SCC(=O)Nc2cccc(C(C)=O)c2)nc2sc3c(c2c1=O)CCC(C)C3 (configuration not stated),3
CC(C)c1ccc2nc(Nc3nc4ccc(S(C)(=O)=O)cc4s3)sc2c1,-2
COc1ccc(-c2nnc3ccc(OCCNS(C)(=O)=O)nn23)cc1OC,-8&2
COc1cccc(OC)c1C(=O)Nc1cc2ccccc2cc1NC(=O)c1c(OC)cccc1OC,-27
Cc1cc(OC2CN(C(=O)c3ccc4nsnc4c3)C2)cc(=O)o1,-20
CS(=O)(=O)c1ccc(NC(=S)N2CCN(Cc3ccc4c(c3)OCO4)CC2)cc1,3
O=C(NN=Cc1c(O)ccc2ccccc12)c1ccc[n+](CCO)c1,41*
O=C(c1ccccc1Cl)N1CCN(c2ccc(-c3ccccc3)nn2)CC1,-9
COC(=O)c1ccc(CN2CCC(COCc3ccc(F)cc3)CC2)cc1,-6
Cc1ccc(-c2nnc(SCC(=O)NC3CCCCC3)o2)cc1C,-14
Cc1cc(O[C@@H](C)C(=O)Nc2ccc(S(N)(=O)=O)cc2)ccc1Cl,-3
O=C(NCC1CCCO1)NC1CC(=O)N(c2ccccc2)C1 (configuration not stated),1
CCC1CCCCN1C(=O)CSc1cccc2cccnc12 (configuration not stated),10
COc1ccc(N2CCN(CC(O)COc3c(F)cc(Br)cc3F)CC2)cc1 (configuration not stated),12
O=C(Cn1nc(-c2ccc(F)cc2)c2sc(N3CCCC3)nc2c1=O)NCc1ccccc1Cl,-4
O=C(NCC1CCN(S(=O)(=O)c2cccnc2)CC1)c1cccc(Cl)c1,-7
O=C(CNc1ccccc1)NN=Cc1ccc2c(c1)OCCO2,-8
COc1ccc(Cl)cc1NC(=O)CSc1nnc2ccc(-c3ccccn3)nn12,-8
COc1cccc(-c2cc(C(=O)NCc3ccnc(-c4cccs4)c3)n(C)n2)c1,-18
CCCS(=O)(=O)Nc1ccc(-n2c(C)nc3ccccc3c2=O)cc1C,-19
O=S(=O)(NCCN1CCN(c2ccccc2)CC1)c1ccc(Cl)s1,-6
O=C(CC1CSc2nccc(=O)n21)N1CCCc2ccccc21 (configuration not stated),6
O=C(NCCc1ccccc1)c1csc(C(=O)NC2CC2)n1,-22
COC(=O)c1ccc(C2C(=C(O)c3cccc(OC)c3)C(=O)C(=O)N2CCCN2CCOCC2)cc1 (configuration not stated),-4
CN(Cc1ccccc1)c1csc2ccccc2c1=O,-4
COc1ccc(Cn2c(SCc3nc(-c4ccc(F)cc4)no3)nc3ccsc3c2=O)cc1,-12
Cc1ccc(C=Nn2c(C3CCCCC3)n[nH]c2=S)o1,3
Cc1nnsc1C(=O)N1CCC(Oc2cc(C)n(C)c(=O)c2)C1 (configuration not stated),-7
O=C1C2C3C=CC(C4CC34)C2C(=O)N1N=Cc1ccc([N+](=O)[O-])s1 (configuration not stated),-17
Cc1nnc2sc(SCC(=O)Nc3cc(=O)n(C)c(=O)n3C)nn2c1=O,-4
O=C(NCCS(=O)(=O)N1CCN(c2ccccn2)CC1)c1n[nH]c2ccccc12,-5
CC(=NNC(=O)c1ccc2c(c1)OCO2)c1ccc(O)cc1,4
Cc1c(-c2ccc(Br)cc2)c(=O)oc2ccc(OC(=O)c3ccco3)cc12,-3
Cn1c(SCC(=O)Nc2nccs2)nc2c([nH]c3ccccc32)c1=O,7
Cc1ccc(-c2ccc(=O)n(CCNC(=O)Nc3cccc(C)c3)n2)cc1,-16&-5
Cc1nn(C)cc1C=NNC(=S)Nc1ccc(Cl)cc1Cl,12
O=C(CCNS(=O)(=O)c1cccc(Cl)c1)N1CCc2ncncc2C1,-2
O=C(CCc1cccc(Cl)c1)N1C2C=CCC1CC2 (configuration not stated),-17
COc1ccc(C=NNC(=O)c2ccccc2F)cc1COc1ccc(F)cc1F,5
CC1CCN(C(=O)CSc2ncnc3c2nnn3-c2ccc(F)cc2)CC1,-13
O=C(c1ccccc1C(F)(F)F)N1CCc2nc3ccc(Cl)cn3c(=O)c2C1,-1
COc1nn(C)cc1C(=O)N1CCCC[C@H]1c1cc(C(N)=O)n[nH]1,-5
CC(=NNC(=O)Cc1ccc(Cl)cc1)c1cccc(NC(=O)c2cccnc2)c1,-21
COc1ccc(NC(=O)Nc2ccc(N3CCOCC3)cc2)cc1,-16
COc1ccc(Cl)cc1C(=O)NCCOc1ccc2nnc(-c3ccc(F)cc3)n2n1,-10
CCOC(=O)c1ccc2nc(-c3ccccc3)cc(OCC(=O)Nc3cccc(C(F)(F)F)c3)c2c1,-4
CC(CNC(=O)Nc1ccc(Oc2ccccc2)cc1)N1CCCCC1 (configuration not stated),11

# (list continues)
SMILES,PriA SSB inh
CCOC(=O)c1sc(NC(=O)c2oc3ccccc3c2C)nc1C,0
Cc1noc(C)c1S(=O)(=O)N1CCC(Cn2ccnc2C)CC1,-4
O=C(CN1CCN(c2ccccc2F)C1=O)N1CCC[C@H](Oc2cnccn2)C1,-27
OCCNc1nc(Nc2ccccc2)c2nccnc2n1,-8
Cc1ccc2nc(NCCN3CCOCC3)sc2c1,27
O=c1ccc(-c2cccs2)nn1CCCNS(=O)(=O)c1cc(F)ccc1F,-23
Cc1cccc(CC(=O)Nc2cc(C)nn2-c2ncnc3c2cnn3-c2ccccc2)c1,3
O=C(CSc1nccnc1N1CCSCC1)Nc1cc(C(F)(F)F)ccc1Cl,-9
Cc1cc(NC(=O)C(=O)NCCN2CCN(c3ccc(F)cc3)CC2)c2ccccc2n1,-15&-1
CC(C)NC(=O)c1nnn(-c2ccccc2)c1-c1ccccc1,3
N#CC(=NNc1c(Cl)cccc1Cl)C(=O)NN,10
COc1c[nH]c(C(=O)Nc2ccc(C(N)=O)cc2)cc1=O,-11
COc1ccccc1-n1ncc2c(C(C)C)nnc(SCC(=O)Nc3ccc(C(C)=O)cc3)c21,13
CCOc1ccc(S(=O)(=O)Nc2ccc3c(c2)CC(=O)N3)cc1F,22
Cc1ccccc1[C@@H]1CCN(C(=O)Cn2cncn2)CCS1,-11
COc1cc(S(=O)(=O)NC(C)c2ccc(-n3ccnc3)cc2)c(OC)cc1C (configuration not stated),-3
COc1ccc(CCNC(=O)CSc2ccc(-c3ccccn3)nn2)cc1OC,94*
O=S(=O)(c1ccc2ccccc2c1)N1CCN(c2ccc(Cl)c(Cl)c2)CC1,-7
O=C(NCc1n[nH]c(=O)c2ccccc12)Nc1ccc(Cl)c(Cl)c1,-10
COC(=O)c1sc2ccccc2c1NC(=O)c1ccc([N+](=O)[O-])s1,31
CCn1c(SCC(=O)Nc2ccc(C)c(F)c2)nc2c(-c3ccccc3)csc2c1=O,-6
COc1cc(C(=O)NCc2ccc(F)cc2F)ncn1,-7
CC(=NNC(=O)c1cccc(NN=C(C)c2ccco2)c1)c1ccco1,-4
Cc1ccc(NC(=O)Nc2nc(C(=O)NCc3cccnc3)cs2)cc1,15

# Shown with tabs: 3 of the compounds above.
smiles	PriA SSB inh
Cc1ccc2nc(NCCN3CCOCC3)sc2c1	27
CCOc1ccc2ccccc2c1C(=O)NCC(O)(c1ccccc1)C(F)(F)F (configuration not stated)	-1
COc1ccc(-c2nnc3ccc(OCCNS(C)(=O)=O)nn23)cc1OC	-8&2

# Some of these compounds in order of number of heavy atoms, high to low.
SMILES,PriA SSB inh
COc1ccc(CCNC(=O)CSc2ccc(-c3ccccn3)nn2)cc1OC,94*
O=S(=O)(c1ccc2ccccc2c1)N1CCN(c2ccc(Cl)c(Cl)c2)CC1,-7
CCOc1ccc(S(=O)(=O)Nc2ccc3c(c2)CC(=O)N3)cc1F,22

# (listing goes on)
SMILES,PriA SSB inh
Cc1cc(NC(=O)CSc2ccc(NC(=O)C(C)C)nn2)no1,-9&-8
COc1cc(C=NNC(=O)c2ccc(CN3C(=O)c4cccc5cccc3c45)cc2)cc(OC)c1O,-13
COc1cccc(C(=O)c2oc3ccc(NC(=O)c4ccc(Br)cc4)cc3c2C)c1,0
O=[N+]([O-])c1ccc(Cl)c(C=Nn2c(-c3ccncc3)n[nH]c2=S)c1,0
S=c1[nH]nc(-c2cccnc2)n1N=Cc1ccccc1,3
NC(=O)C1CCN(C(=O)Cc2cc(-c3cc4ccccc4o3)on2)CC1,0
CC(=O)N1CCN(S(=O)(=O)c2cccc(C(=O)Nc3nc(C)cs3)c2)CC1,-12
O=C(NCc1n[nH]c(=O)c2ccccc12)c1ccc(Br)o1,-13
O=C(O)CCCNC1=NCCS1,-14&-3
O=C1CC(C(=O)Nc2ccc(C(F)(F)F)cc2)n2c(nc3ccccc32)N1 (configuration not stated),4
Cc1cccc(Nc2nc(Nc3cccc(C)c3C)nc(N3CCOCC3)n2)c1C,-3
Cc1noc(C)c1CCC(=O)N1CCN(c2cc(C(F)(F)F)ncn2)CC1,-11
Cc1cc(-c2nnc(NC(=O)c3ccc(C(=O)c4ccccc4)cc3)o2)nn1C,3
COC(=O)Cn1cnc(-c2ccc(F)cc2)cc1=O,-7&2
COCc1cc(=O)[nH]c(N=C(N)Nc2ccccc2C)n1,-21
O=C(CNC(=O)c1ccccc1)N=Nc1c(O)[nH]c2ccc([N+](=O)[O-])cc12,-6
CC1CCc2c(sc3ncnc(SCC(=O)NCC4CCCO4)c23)C1 (configuration not stated),3
COc1ccc(OC)c(-c2cc(C(=O)NCc3ccccc3-c3ccsc3)n(C)n2)c1,14
Cc1cc(C(=O)NN=Cc2ccc(O)c(O)c2O)c(C)n1-c1ccccc1,23
N#Cc1ccc(Cl)cc1NC(=O)C(=O)NCc1cccs1,-6
COC(=O)c1cc(NC(=O)CSc2nnc3scc(-c4ccc(C)cc4)n23)cc(C(=O)OC)c1,-15&-4
CCOc1ncccc1C(=O)N1CCC2(CC1)OCCS2,-7
CSc1cccc(NC(=O)CCc2csc(NC(=O)c3ccc[nH]c3=O)n2)c1,4
CS(=O)(=O)c1nc2ccccc2n1CCN1CCOCC1,3

# Part of the list above, bar-delimited.
molecule | PriA SSB inh
CC(CNC(=O)Nc1ccc(Oc2ccccc2)cc1)N1CCCCC1 (configuration not stated) | 11
CCOC(=O)c1sc(NC(=O)c2oc3ccccc3c2C)nc1C | 0
Cc1noc(C)c1S(=O)(=O)N1CCC(Cn2ccnc2C)CC1 | -4
O=C(CN1CCN(c2ccccc2F)C1=O)N1CCC[C@H](Oc2cnccn2)C1 | -27
OCCNc1nc(Nc2ccccc2)c2nccnc2n1 | -8

# Other structures follow.
SMILES,PriA SSB inh
Oc1ccc(Br)c(C(=S)N2CCOCC2)c1,-3
CC(=NNC(=O)c1ccccc1)c1nc2ccccc2n1C,-1
CN1C(=O)CCc2cc(NC(=O)c3cc4ccccc4s3)ccc21,-6
O=C(NCCc1nc2c(c(C(F)(F)F)n1)COCC2)c1ccsc1,-10
COc1cccc([C@H](CN)OC)c1,-3
CCc1ccccc1N1C(=O)CC(N2CCN(Cc3ccccc3)CC2)C1=O (configuration not stated),7
CC1Oc2ccccc2OC1C(=O)Nc1ccc(-n2nnn(C)c2=O)cc1 (configuration not stated),2
COC(=O)c1sc(-c2ccccc2)cc1NC(=O)CCS(=O)(=O)c1ccccc1,-6
CCOc1cc(C=NNc2ncc(C)c(=O)[nH]2)ccc1O,-1
COc1ccc(-c2cc3c(SCC(=O)NCc4ccc(Cl)cc4)nccn3n2)cc1,-5
CCN1C(=O)Cc2cc(NC(=O)c3ccccc3C(F)(F)F)ccc21,16
O=S(=O)(NCC1CCN(c2ccncc2)CC1)c1ccc(C(F)(F)F)cc1,-20

# Random excerpt: 3 compounds from above.
SMILES,PriA SSB inh
COc1cccc([C@H](CN)OC)c1,-3
COC(=O)c1sc(-c2ccccc2)cc1NC(=O)CCS(=O)(=O)c1ccccc1,-6
CCOc1cc(C=NNc2ncc(C)c(=O)[nH]2)ccc1O,-1

# More compounds follow:
SMILES,PriA SSB inh
O=C(Cc1csc(NS(=O)(=O)c2ccccc2)n1)NCc1cccs1,1
C=CCNC(=S)NN=Cc1ccc(-c2ccc(OC)cc2)o1,-2
COc1ccccc1NC(=O)C(=O)NN=Cc1cccs1,-10
O=C(NCc1nn(C2CCCC2)c(=O)c2ccccc12)c1ccccc1Br,-7
CC(C)(C)c1cc(NC(=O)CSc2nnc3scc(-c4ccc(Cl)cc4)n23)cc(C(C)(C)C)c1,-19
O=C(COc1ccc(Cl)cc1)N1CCC(CN2C(=O)CNC2=O)CC1,-3
COc1ccc2nc(-c3cccc(NC(=O)c4cc(Cl)ccc4OC)c3)cn2n1,-5
O=C(Nc1ccc2c(c1)N(C(=O)c1cccs1)CC2)c1ccc(F)c(F)c1,2
O=S(=O)(NCC1CCN(c2cnccn2)CC1)c1ccc(C(F)(F)F)cc1,7
COc1ccccc1CNC(=O)C(=O)Nc1ccc(Cl)c(N2CCCS2(=O)=O)c1,-7
COC(=O)C1=C(N)Oc2cc(C)[nH]c(=O)c2C1c1ccccc1Cl (configuration not stated),5
COc1ccc(-c2cn3c(CC(=O)Nc4ccccc4C(N)=O)csc3n2)cc1,25
Cc1ccc(N2C(=O)c3ccc(C(=O)N4c5ccccc5CC4C)cc3C2=O)cc1 (configuration not stated),-3

# Source: PubChem (Small Molecule Screening Facility, UW Madison)
